RGS12 GoLoco inh = RGS12 GoLoco-Gai1 interaction inhibition. P63096. Potency, µM (titrated, usually from 61.6 µM), for the others: at the highest dose activity, negative = inhibition, hits mostly inhibitors. Gai1:RGS12 GoLoco peptide FP, rhodamine, 10 min. AID 880. 230,000 compounds, 0.44% hits; active = well fitted inhibition curve with a large enough effect, not every such curve was filed as active; inactive = no such curve, though single readings can be large or run the other way; note: nearly all actives have a fitted effect of over 30% in size; many of its hits are not listed in these tables
RECQ1 inh = inhibitors of human RECQ1 DNA helicase; P46063; RECQ1 DNA unwinding, red fluorescence kinetic read; Potency, µM (highest dose often 57.3 µM), inactives show top-dose activity, negative = inhibition, actives largely listed as inhibitors; 240,000 compounds, 0.54% hits; AID 2549;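 note: plate controls were vehicle for no effect and no enzyme for full effect; nearly all actives have a fitted effect of over 30% in size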
Target sequence (P46063 whole entry, looked up): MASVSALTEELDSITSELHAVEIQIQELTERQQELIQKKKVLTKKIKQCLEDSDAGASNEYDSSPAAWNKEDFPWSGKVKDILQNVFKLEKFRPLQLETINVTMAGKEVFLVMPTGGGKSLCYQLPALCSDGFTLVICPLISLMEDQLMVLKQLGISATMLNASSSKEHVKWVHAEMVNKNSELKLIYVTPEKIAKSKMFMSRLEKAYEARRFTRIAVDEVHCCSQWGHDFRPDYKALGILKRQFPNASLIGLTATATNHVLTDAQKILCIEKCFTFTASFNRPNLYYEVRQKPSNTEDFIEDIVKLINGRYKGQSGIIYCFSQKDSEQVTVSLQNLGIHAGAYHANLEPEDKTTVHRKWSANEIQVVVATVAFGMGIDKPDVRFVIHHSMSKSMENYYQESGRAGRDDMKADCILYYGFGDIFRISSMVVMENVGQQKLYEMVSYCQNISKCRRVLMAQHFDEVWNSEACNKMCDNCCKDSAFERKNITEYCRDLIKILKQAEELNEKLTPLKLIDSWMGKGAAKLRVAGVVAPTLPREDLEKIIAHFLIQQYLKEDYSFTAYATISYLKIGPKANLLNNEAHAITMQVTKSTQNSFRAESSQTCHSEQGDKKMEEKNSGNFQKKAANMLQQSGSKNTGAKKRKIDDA
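RECQ1T1 50 nM; forked duplex (20 bp + 30-nt ss tails) 200 nM, ATP 2 mM final; pH 8.0, 2 mM MgCl2, 2.5 ug/ml poly(dI-dC); 15 min compound preincubation; discontinuous kinetic read over 2 h at RT.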
aGlu spleen mod = inhibitors or activators of human alpha-glucosidase in spleen homogenate | P10253 | AID 2112 | human spleen homogenate, 4-MU-alpha-glucoside fluorescence | 240,000 compounds, 0.006% hits | Potency, µM (highest dose often 79.9 µM), for inactives: at the highest dose activity change, negative = inhibition, most hits filed as inhibitors;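 note: 0% = enzyme with vehicle and -100% = no enzyme basal signal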
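Human spleen homogenate (1 ug) with 4-methylumbelliferyl-alpha-D-glucopyranoside (1 mM final) in 50 mM citrate/phosphate pH 5.0, 0.01% Tween-20; 40 min at 37 C. Stopped at pH 10; 4-MU fluorescence Ex 365/Em 440 nm; AC50 by Hill fit.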
TR SRC2 fluor cs = counter-screen for TRb-SRC2 inhibitors: fluorescence interference; TRb/SRC2 Texas Red total fluorescence interference; Potency, µM (top dose mostly 106 µM), inactives show at the top dose fluorescence change, negative = quenching; 280,000 compounds, 0.29% hits; active = well fitted curve in either direction with a large enough effect; inconclusive = small, poorly fitted or top-dose-only effect
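Human TRβ ligand-binding domain (0.6 uM) and Texas Red SRC2 peptide (20 nM) in Tris buffer with 1 uM T3 and 5% DMSO were incubated with pinned compound for 5 hr at ambient temperature. Total fluorescence was computed as S + 2P (555/632 nm).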
TRb-SRC2 inh = disrupts binding of human TR beta to SRC2 | Potency, µM (titrated, usually from 106 µM), without a hit: top-dose activity change, negative = inhibition, most hits filed as inhibitors | P10828 | 280,000 compounds, 0.065% hits | TRbeta-SRC2 peptide binding, fluorescence polarization; receptor liganded with 1 µM T3;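 note: plate controls were bound peptide for no effect and peptide without receptor for full effect; nearly all actives have a fitted effect of over 50% in size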
Target sequence (P10828 whole entry, looked up): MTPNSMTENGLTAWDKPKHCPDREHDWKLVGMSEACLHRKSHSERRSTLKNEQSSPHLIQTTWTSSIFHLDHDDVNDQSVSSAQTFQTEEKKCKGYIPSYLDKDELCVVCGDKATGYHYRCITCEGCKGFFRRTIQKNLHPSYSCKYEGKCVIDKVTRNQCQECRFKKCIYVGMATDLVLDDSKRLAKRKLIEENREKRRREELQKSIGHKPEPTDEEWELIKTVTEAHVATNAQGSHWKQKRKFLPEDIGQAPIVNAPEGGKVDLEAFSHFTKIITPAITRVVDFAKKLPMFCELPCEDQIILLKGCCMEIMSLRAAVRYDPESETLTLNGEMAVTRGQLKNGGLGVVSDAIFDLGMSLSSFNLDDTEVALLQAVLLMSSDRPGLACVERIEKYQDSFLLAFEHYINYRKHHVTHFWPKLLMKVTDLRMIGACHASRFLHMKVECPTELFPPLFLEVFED
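Assay buffer: 20 mM Tris-HCl, 100 mM NaCl, 10% glycerol, 1 mM EDTA, 0.01% NP-40, 1 mM DTT, 1 uM T3, 5% DMSO; TRb LBD 0.6 uM, Texas Red SRC2 20 nM; FP after 5 hr.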
L3MBTL1 inh = blocks human L3MBTL1; Q9Y468; AlphaScreen L3MBTL1–H3K9me1 peptide binding; Potency, µM (top dose mostly 57.1 µM), without a hit: at the top dose activity, negative = inhibition, most hits filed as inhibitors; 230,000 compounds, 0.66% hits; AID 485360; note: nearly all actives have a fitted effect of over 60% in size
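First, the protein-peptide complex forms for 30 min at room temperature (L3MBTL1 50 nM, biotinylated H3K9me1 peptide 75 nM). Next, compounds are pin-transferred and incubated 30 min. Finally, AlphaScreen beads are added and read after 30 min.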
GAA inhib = blocks human lysosomal alpha-glucosidase | purified human GAA, 4-MU-alpha-glucoside fluorescence | Potency, µM (doses to about 76.9 µM), without a hit: at the highest dose activity change, negative = inhibition, most hits filed as inhibitors | 200,000 compounds, 0.005% hits;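 note: plate controls were uninhibited enzyme wells for no effect and no-enzyme background for full effect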
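qHTS format, compound range up to 77 uM. Human lysosomal enzyme at 4 nM, 400 uM 4-MU glucoside substrate, pH 5.0, 20 min room temperature; fluorescence after alkaline stop gives activity normalized to controls.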
GAA glycogen = alters human alpha-glucosidase cleavage of glycogen; P10253; recombinant GAA, glycogen substrate, Amplex Red glucose oxidase fluorescence; Potency, µM (highest dose often 76.4 µM), for inactives: top-dose activity change, negative = inhibition, usual class: inhibitors; 300,000 compounds, 0.38% hits;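 note: 0% = full enzyme reaction and -100% = no-enzyme basal signal; the screen sought inhibitors and activators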
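Recombinant human enzyme (4 nM); glycogen substrate; 37 C, 40 min, pH 5.0. Readout: coupled glucose oxidase/Amplex Red fluorescence.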
An asterisk follows results filed as active; i = inactive; ? = inconclusive; nt = not tested or not shown; & = joins results of further samples; [ ] = dose if it differs, or a comment. Unless noted, calls come from the whole dose curve; as a rule, active = well fitted curve in the direction sought with a large enough effect; inconclusive = small, poorly fitted or top-dose-only effect, or another doubt; inactive = no such curve, though single readings can be large; an effect the other way counts as inactive or inconclusive. Unless noted, % is set by controls: 0 for no effect and ±100 for the full control effect; potency is the fitted concentration of half-maximal effect. The list is partial (hit frequency here may not be typical).

SMILES | RGS12 GoLoco inh | RECQ1 inh | aGlu spleen mod | TR SRC2 fluor cs | TRb-SRC2 inh | L3MBTL1 inh | GAA inhib | GAA glycogen
Cc1ccc(CN2CCN(CC(=O)N/N=C/c3ccccc3F)CC2)cc1 | 2% | -2% | -4% | 0% | -1% | 1% | nt | 3%
CC(C)(C)NC(=O)C(=O)NNC(=O)c1ccccc1 | -6% | -2% | 0% | 1% | 0% | 2% | -4% | 4%
CCN(N)C(=S)Nc1ccc(F)cc1 | 14% | -7% | 1% | -1% | 1% | 3% | 6% | -10%
CCOCC(=O)Nc1c(C(=O)Nc2ccc3c(c2)OCCO3)oc2ccccc12 | 10% | -11% | -6% | -3% | 3% | -8% | -7% | -13%
COC(=O)C1(C(=O)OC)C[C@H]2CON=C2[C@H]1c1ccccc1 | 0%&1% | 1%&-4% | -8%&-8% | -3%&-1% | 10%&-4% | nt | nt | nt
Cc1ccc(-c2ccc(SCC(=O)N3CCc4ccccc43)nn2)cc1 | 4% | -9% | -10% | -3% | -3% | 0% | 3% | 17%
CC1CC1C(=O)Nc1nc(-c2ccccc2)cs1 (stereo not drawn) | 11% | -11% | -4% | 1% | -15% | nt | -6% | -6%
COc1ccc(S(=O)(=O)N2CCCC2C(=O)Nc2nc3c(s2)CCCC3)cc1 (stereo not drawn) | 6% | -4% | -14% | -1% | -13% | 0%[11.4 µM] | -2% | 3%
Cc1cccc(Oc2ncnc3onc(C)c23)c1C | 4% | -6% | -7% | 0% | 1% | 2% | -6% | 7%
CNc1nc(SCc2ccccc2Cl)nc2c1CCCC2 | -9% | -11% | -9% | 2% | 9% | 12% | -7% | -7%
CCCNC(=O)CCc1c(C)nc2nc(-c3cc(OC)cc(OC)c3)nn2c1C | -19% | i | 1% | -12%&-4% | -3%&2% | nt | ? | 20%[76.3 µM]
Cc1ccc(C23CC4CC(CC(C(=O)N5CCN(C)CC5)(C4)C2)C3)cc1 | 10% | -4% | 0% | 2% | 2% | nt | nt | 0%
CC(=O)C1C(c2cccc(F)c2)NC(=O)NC1(O)C(F)(F)F (stereo not drawn) | 3% | -6% | -4% | 0% | -13% | -2% | 3% | 4%
CCN(CC)S(=O)(=O)c1ccc(OC)c(NC(=O)c2ccc(=O)[nH]c2)c1 | 0% | -1% | 10% | -2% | -4% | nt | nt | 0%
CC(=O)Nc1ccc(S(=O)(=O)N2CCN(C(=O)c3ccccc3F)CC2)cc1 | 17% | -1% | -4% | -4% | -2% | 20% | ? | -4%
COC(=O)C1CSc2[nH]c(=O)sc2C1c1ccc(OC)c(OC)c1 (stereo not drawn) | -3% | -5% | -6% | 2% | -6% | -2% | 10% | 18µM*
NC(=O)C1CCN(C(c2ccccc2)c2nnnn2C2CCCC2)CC1 (stereo not drawn) | -7% | -13% | -5% | 1% | -25% | 1% | 2% | 4%
O=S(=O)([N-]c1nc2ccccc2nc1-[n+]1ccc(-c2ccncc2)cc1)c1ccccc1 | 13% | -2% | 3% | -1% | -1% | -9% | 6% | 3%
O=c1c(Cl)c(NCc2ccc(F)cc2)cnn1C12CC3CC(CC(C3)C1)C2 | 7% | 4% | 6% | 0% | 12% | -14% | 3% | -2%
Cc1ccc(S(=O)(=O)CC(=O)Nc2ccc(S(=O)(=O)Nc3onc(C)c3C)cc2)cc1 | 4% | -6% | 2% | -6% | -1% | nt | ? | 3%
CC(C)[C@H]1CN(C)CCN1Cc1cn(C)nc1-c1cccc(Cl)c1 | 2% | 20% | 3% | -2% | 5% | -2% | 3% | 2%
CC(C)/C=C1\CCCCC1N(C)C(=O)NC(C)C (stereo not drawn) | -12% | -2% | 7% | -2% | 0% | nt | -7% | 3%
Cc1c(Cl)cnn1CC(=O)NC1C(=O)N2C(C(=O)O)=C(CSc3nnnn3C)CSC12 (stereo not drawn) | 5% | i | -7% | -1% | 7% | nt | 5% | -15%
CCOC(=O)c1c(C)[nH]c(C)c1C(=O)COC(=O)c1ccc(O)cc1 | 8% | -8% | 0% | 0% | -6% | -11% | 0% | -1%
COc1cccc(C2=NOC(C(=O)NC(C)(C)C)C2)c1 (stereo not drawn) | 8% | i | -3% | -4% | 0% | -6% | -2% | 8%

Remaining list, next part
SMILES | RGS12 GoLoco inh | RECQ1 inh | aGlu spleen mod | TR SRC2 fluor cs | TRb-SRC2 inh | L3MBTL1 inh | GAA inhib | GAA glycogen
CNc1cnn(-c2ccccc2)c(=O)c1Cl | 8% | i | 9% | 1% | -2% | 5% | -1% | 6%
Cc1nc(Nc2ccccc2)[nH]c(=O)c1CCC(C)C | -12% | -16% | 0% | 4% | -2% | -1% | -2% | -5%
CCOC(=O)N1CCN(C(=O)C2CC(c3cc(OC)ccc3OC)=NO2)CC1 (stereo not drawn) | -36% | -8% | 1% | 1% | -13% | 62%[activator] | ? | 0%
CCOc1ccc(N(CC)C(=O)COc2cc(=O)n(C)c3ccccc23)cc1 | 3% | -12% | -7% | -1% | 8% | 11% | 7% | -11%
CCOC(=O)C/C(N)=N/N(C)c1ncc(C(F)(F)F)cc1Cl | 5% | -24% | -7% | 0% | -12% | nt | -14% | 5%
Cc1ccc(NC(=O)CSc2nc3c(c(=O)[nH]2)CN(Cc2ccc(F)cc2)CC3)cc1C | 2% | -7% | -5% | ? | 1% | 10% | -5% | 15%
CC(C)OC(=O)c1c(NS(=O)(=O)c2ccccc2)sc2c1CCCC2 | 13% | -3% | -3% | -2% | -6% | 2% | 2% | ?
CCCN1CNC(=S)N(c2ccc(C(=O)OCC)cc2)C1 | 1% | -5% | 10% | -14% | 1% | -2% | 0% | -11%
CC(=O)Nc1ccc(OC(=O)Oc2ccc(NC(C)=O)cc2)cc1 | -36% | -15% | 6% | 2% | -9% | nt | nt | -3%
CC(C)(C)c1ccc(S(=O)(=O)NCC(=O)Nc2ccc(-c3nc4ccccc4s3)cc2)cc1 | 11% | 1% | -12% | 2% | -1% | nt | 1% | 3%
COc1ccc(-c2nn(-c3ccccc3)cc2C(=O)Nc2nccs2)cc1 | 5% | i | 1% | -3% | -3% | nt | -6% | -3%
COc1cccc(C(=O)N/N=C(/c2ccccc2)c2ccccn2)c1 | -3% | -13% | -3% | -1% | 8% | -19% | -4% | -9%
CCn1cc(C(=O)Nc2ccc(OC)c(S(=O)(=O)N3CCCCC3)c2)c(=O)c2ccc(C)nc21 | -31% | -6% | 2% | 0%[53 µM] | -5%[53 µM] | -5% | -1% | 11%
O=C(COc1ccc(S(=O)(=O)NC2CCCCC2)cc1)NC1CCCCC1 | 5% | 6% | 2% | 1% | 13% | 2% | -12% | -2%
CCOC(=O)c1cnc2ccc(OCC)cc2c1NCc1ccccc1 | 1% | -3% | -1% | 1% | -5% | 85%[activator] | -5% | 3%
CCCOc1ccc2c3c(c(=O)oc2c1OCCC)CCCC3 | 8% | i | 0% | -5% | -5% | 20% | 0% | 3%
CC(Nc1ccc(Br)cn1)c1cc(Cl)ccc1O (stereo not drawn) | 1% | i | 0% | -1% | -6% | 11% | -8% | -8%
Oc1ccc(N=Nc2ccc3c(c2)OCCO3)c(O)c1 | 13% | i | -3% | -3% | 9% | nt | nt | -8%
CCCN(c1nc(C)cc(OC)n1)S(=O)(=O)c1ccccc1 | -26% | ? | 5% | -3% | 4% | 16% | 2% | -17%
CC(C)NC(=O)Cn1nc(C(F)(F)F)c2c1CCC2 | -10% | -7% | -6% | 2% | -11% | 11% | 1% | -3%
CCN1CCN(c2ncc3c(n2)CC(c2ccc(OC)c(OC)c2)CC3=O)CC1 (stereo not drawn) | -8% | -1% | 10% | -1% | -9% | -3% | 3% | -4%
COc1ccc(-c2cc(=O)c3ccccc3s2)cc1 | 14% | -7% | -5% | -2% | -4% | -5% | -17% | 3%
Cn1c(NC(=O)c2ccc(Cl)cc2)cc(=O)n(C)c1=O | -11% | 3% | 3% | 0% | 3% | nt | 5% | 2%

4 of these compounds in another layout:
CC(C)NC(=O)Cn1nc(C(F)(F)F)c2c1CCC2
  RGS12 GoLoco inh: -10%; RECQ1 inh: -7%; aGlu spleen mod: -6%; TR SRC2 fluor cs: 2%; TRb-SRC2 inh: -11%; L3MBTL1 inh: 11%; GAA inhib: 1%; GAA glycogen: -3%

CC(C)OC(=O)c1c(NS(=O)(=O)c2ccccc2)sc2c1CCCC2
  RGS12 GoLoco inh: 13%; RECQ1 inh: -3%; aGlu spleen mod: -3%; TR SRC2 fluor cs: -2%; TRb-SRC2 inh: -6%; L3MBTL1 inh: 2%; GAA inhib: 2%; GAA glycogen: ?

CC(C)(C)c1ccc(S(=O)(=O)NCC(=O)Nc2ccc(-c3nc4ccccc4s3)cc2)cc1
  RGS12 GoLoco inh: 11%; RECQ1 inh: 1%; aGlu spleen mod: -12%; TR SRC2 fluor cs: 2%; TRb-SRC2 inh: -1%; L3MBTL1 inh: nt; GAA inhib: 1%; GAA glycogen: 3%

Cc1ccc(NC(=O)CSc2nc3c(c(=O)[nH]2)CN(Cc2ccc(F)cc2)CC3)cc1C
  RGS12 GoLoco inh: 2%; RECQ1 inh: -7%; aGlu spleen mod: -5%; TR SRC2 fluor cs: ?; TRb-SRC2 inh: 1%; L3MBTL1 inh: 10%; GAA inhib: -5%; GAA glycogen: 15%

As a short view, part of the list above.
SMILES | RGS12 GoLoco inh | RECQ1 inh | aGlu spleen mod | TR SRC2 fluor cs | TRb-SRC2 inh | L3MBTL1 inh | GAA inhib | GAA glycogen
CC(C)NC(=O)Cn1nc(C(F)(F)F)c2c1CCC2 | -10% | -7% | -6% | 2% | -11% | 11% | 1% | -3%
CCN1CCN(c2ncc3c(n2)CC(c2ccc(OC)c(OC)c2)CC3=O)CC1 (stereo not drawn) | -8% | -1% | 10% | -1% | -9% | -3% | 3% | -4%

Part of the list above, limited to aGlu spleen mod:
SMILES | aGlu spleen mod
COc1cccc(C(=O)N/N=C(/c2ccccc2)c2ccccn2)c1 | -3%
CCn1cc(C(=O)Nc2ccc(OC)c(S(=O)(=O)N3CCCCC3)c2)c(=O)c2ccc(C)nc21 | 2%
O=C(COc1ccc(S(=O)(=O)NC2CCCCC2)cc1)NC1CCCCC1 | 2%
CCOC(=O)c1cnc2ccc(OCC)cc2c1NCc1ccccc1 | -1%
CCCOc1ccc2c3c(c(=O)oc2c1OCCC)CCCC3 | 0%
